hcDAF-12 act: H. contortus DAF-12 activation, primary screen | HEK293 hcDAF-12 lit1-tk-luc reporter, luminescence; 0% DMSO, 100% Δ7-dafachronic acid | activation, % at 6.8 µM | 1.4% of 370,000 active | AID 652067;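 active means activation above the mean of all tested compounds plus 3 SD, cut at about 5.5% in these data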;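 further: 100% = response to 3 µM Δ7-dafachronic acid high control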
DAX1 inh-1: inhibitors of human orphan nuclear receptor DAX1 (NR0B1). P51843. HEK293 Gal4-DAX1 luciferase reporter, luminescence. inhibition, % at 6.75 µM. 0.99% of 340,000 active. AID 504766;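 active means inhibition above the mean over all tested compounds plus 3 SD, cut at about 4.2% in these data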;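 further: 0% = DAX1-transfected cells with DMSO and 100% = empty-vector control cells with DMSO; inhibition shows as a rise in luminescence from relieved DAX1 repression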
Target sequence (P51843 207-470 limits assumed): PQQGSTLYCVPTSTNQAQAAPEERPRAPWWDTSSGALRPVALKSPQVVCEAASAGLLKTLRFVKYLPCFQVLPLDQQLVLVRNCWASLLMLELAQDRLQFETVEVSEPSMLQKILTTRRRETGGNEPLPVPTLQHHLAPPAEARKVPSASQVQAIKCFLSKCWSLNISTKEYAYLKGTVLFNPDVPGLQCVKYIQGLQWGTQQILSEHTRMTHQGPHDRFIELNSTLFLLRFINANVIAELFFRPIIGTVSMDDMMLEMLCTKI
SMARCA2 act: SMARCA2 function activation, primary screen | MG213 cells, MMTV-luciferase reporter, dexamethasone, overnight | activation, % at 9.1 µM | 1% of 370,000 active | AID 652017; in the data active means activation above about 7.8%;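 further: 0% = vehicle wells and 100% = reference activator wells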
DAX1 inh-2: blocks DAX1 repression of SF-1 activated StAR promoter | 1.1% of 370,000 active | AID 652010 | HEK293T StAR-luciferase reporter, SF-1/DAX-1 repression relief | inhibition, % at 6.8 µM;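 active means inhibition above the mean over all tested compounds plus 3 SD, cut at about 3.6% in these data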;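 further: 0% = DAX-1 cells with DMSO and 100% = cells lacking DAX-1 with DMSO; higher inhibition means more luminescence from relief of DAX-1 repression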
Rev-erbA mod: modulators of human Rev-erb alpha DNA binding | 0.79% of 370,000 active | activity, % at 10 µM | Rev-erbα–FITC-DNA binding, fluorescence polarization, 90 min | AID 1259318;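 active means activity above about 14%, limit read from the data; passing the limit was not always enough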;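 further: 0% = DMSO wells with 35 nM protein and 100% = DMSO wells with 750 nM protein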
hgDAF12 agonist: hgDAF-12 agonism, primary luciferase screen; HEK293 GAL4-hgDAF12 UAS-luciferase reporter, agonist luminescence; normalized to butyrate control; activation, % at 6.8 µM; 1.8% of 370,000 active;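 active means activation above a cutoff set at the mean of all screened compounds plus 3 SD, cut at about 10% in these data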;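 further: 0% = DMSO wells and 100% = sodium butyrate wells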
ADAM17 inh: inhibits human ADAM17; P78536; recombinant ADAM17, EDANS/DABCYL FRET peptide cleavage; inhibition, % at 6.95 µM; 0.83% of 370,000 active;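 active means inhibition above the mean of compounds lying between control limits plus 3 SD, set per campaign, cut at about 8.5% in these data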;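 further: 0% = DMSO-only wells as the low control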
PLCb3 inh: PLC-beta3 (human) inhibition, primary screen. Q01970. Purified PLC-beta3, fluorogenic substrate, fluorescence. inhibition, % at 12.2 µM. 0.18% of 370,000 active; in the data active means inhibition above about 11%;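 further: 0% = median of compound wells on plate and 100% = full blocker control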
MBD2 DNA inh: inhibitors of human MBD2 binding to methylated oligonucleotide; Q9UBB5; TR-FRET; inhibition, % at 4.4 µM; 0.31% of 370,000 active; in the data active means inhibition above about 13%
Target sequence (Q9UBB5 whole entry, looked up): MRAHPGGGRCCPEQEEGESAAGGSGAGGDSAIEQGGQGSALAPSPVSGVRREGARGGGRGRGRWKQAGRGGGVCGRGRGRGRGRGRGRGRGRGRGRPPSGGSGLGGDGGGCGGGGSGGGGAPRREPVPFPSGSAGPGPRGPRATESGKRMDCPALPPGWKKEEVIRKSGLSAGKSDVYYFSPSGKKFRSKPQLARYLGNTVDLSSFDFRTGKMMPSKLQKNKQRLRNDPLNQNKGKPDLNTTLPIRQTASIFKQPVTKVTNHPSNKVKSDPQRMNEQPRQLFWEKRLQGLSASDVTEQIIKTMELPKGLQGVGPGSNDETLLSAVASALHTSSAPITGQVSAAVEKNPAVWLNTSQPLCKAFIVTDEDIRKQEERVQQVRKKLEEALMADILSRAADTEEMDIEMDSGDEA
ssDAF12 agonist: activators of S. stercoralis DAF-12 nuclear receptor; activation, % at 6.8 µM; HEK293 ssDAF-12/GRIP1 lit1-tk-luc reporter, luminescence; % of 3 µM dafachronic acid response; 1% of 370,000 active;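 active means activation above the mean over all tested compounds plus 3 SD, cut at about 0.9% in these data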;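 further: 0% = DMSO-only wells and 100% = 3 µM delta7-dafachronic acid wells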
PLC-gamma1 inh: PLC-gamma1 (human) inhibition, primary screen; P19174; purified PLC-gamma1, fluorogenic substrate, fluorescence; 0.84% of 370,000 active; inhibition, % at 12.2 µM; in the data active means inhibition above about 9.5%
Numbers without * were called inactive; i = inactive; . = no result given; & = joins results of further samples. Only part of the results is shown; rates above refer to the full screens.

SMILES	hcDAF-12 act	DAX1 inh-1	SMARCA2 act	DAX1 inh-2	Rev-erbA mod	hgDAF12 agonist	ADAM17 inh	PLCb3 inh	MBD2 DNA inh	ssDAF12 agonist	PLC-gamma1 inh
CCOC(=O)C(O)(c1ccc(N(CC)S(=O)(=O)c2ccc(C)cc2)cc1)C(F)(F)F (stereo not drawn)	-1.9	-0.8	0	-0.9	4	-0.4	7	2	-1	-2.0	4
CCOC(=O)c1cc2c(cn1)[nH]c1ccccc12	1.7	1.9	5	1.0	3	8.2	-72	-109	1	-0.9	-87
CN(CCOc1ccc(C=C2C(=O)NC(=O)NC2=O)cc1)c1ccccn1	-0.3	2.4	-4	-2.4	-1	2.7	-26	-33	-7	-0.6	-18
CCN1CCN(Cc2cc(OC)c(OC)cc2[N+](=O)[O-])CC1	-1.9	.	1	1.0	-2	1.0	-6	2	0	-1.6	1
CN1OC[C@@H]2CN3C4(C[C@@H]21)c1ccccc1C3(c1ccccc1)c1ccccc14	-1.3	.	-2	-0.4	-1	-2.7	-16	-42	1	-0.7	-31
COc1ccc(N=Cc2c(O)n(C)c(=O)n(C)c2=O)cc1	-1.8	1.7	3	-0.5	-7	2.1	-1	-5	3	-0.8	3
COC(=O)C1=C(c2ccccc2OCc2ccccc2)C[C@@H]2CC[C@H]1N2C(=O)NCCCOC(C)C	-3.7	0.0	1	0.2	-3	-1.7	-1	0	0	-1.1	1
CCOCN(C(=O)CCl)c1c(C)cccc1CC	-0.7	-1.1	-1	-2.5	3	-0.3	0	-2	-3	-0.9	2
CN(C)CCOC(=O)c1cn(Cc2ccccc2)c2ccccc12	-1.4	-1.0	2	-0.6	-3	-0.6	-1	3	1	-1.0	3
Cn1c(=O)cc(SCC(=O)N2CCC3(CC2)OCCO3)c2ccccc21	-0.5	2.1	-3	-0.5	.	-0.4	-9	4	0	-0.8	0
COC(=O)C1=C(c2c(C)noc2C)C[C@@H]2CC[C@H]1N2C(=O)NCc1ccc(C(F)(F)F)cc1	-0.4	-0.4	1	0.1	-4	-2.1	1	2	2	-0.8	-3
S=P(N1CCOCC1)(N1CC1)N1CC1	0.3	-1.0	-4	1.0	7	5.0	7	7	-3	-0.6	3
Cc1ccc(-n2c(O)c(C=NCc3cccnc3)c(=O)[nH]c2=O)cc1C	-0.9	2.9	-1	0.1	-1	0.5	-11	-1	2	-1.1	0
CCC(C)(O)C(=O)OC1C(=O)OC2CC3C(C)=CC(=O)C(O)C3(C)C3C4(O)OCC23C1C(C)C4O (stereo not drawn)	-5.9	-6.7	-11	-7.1	-2	-16	-3	3	1	-2.8	0
O=c1[nH]c(=S)[nH]c(O)c1N=Nc1ccc(OC(F)F)cc1	0.8	4.4*	3	2.0	11	4.3	1	2	-13	-0.4	1

Pulled by structure from the list above:
SMILES	hcDAF-12 act	DAX1 inh-1	SMARCA2 act	DAX1 inh-2	Rev-erbA mod	hgDAF12 agonist	ADAM17 inh	PLCb3 inh	MBD2 DNA inh	ssDAF12 agonist	PLC-gamma1 inh
CN(C)CCOC(=O)c1cn(Cc2ccccc2)c2ccccc12	-1.4	-1.0	2	-0.6	-3	-0.6	-1	3	1	-1.0	3
S=P(N1CCOCC1)(N1CC1)N1CC1	0.3	-1.0	-4	1.0	7	5.0	7	7	-3	-0.6	3

The list goes on:
SMILES	hcDAF-12 act	DAX1 inh-1	SMARCA2 act	DAX1 inh-2	Rev-erbA mod	hgDAF12 agonist	ADAM17 inh	PLCb3 inh	MBD2 DNA inh	ssDAF12 agonist	PLC-gamma1 inh
S=C(NC1CCCCC1)N1CCC(c2cnc[nH]2)CC1	-1.7	0.1	-6	-0.8	-4	1.3	0	-1	-1	-0.9	0
Cc1cccc(C(=O)Nc2ccc(Cl)cc2C(=O)c2ccccc2)c1	-1.0	1.3	-1	-0.8	2	-4.5	-2	1	-5	-1.3	0
O=C1NCN(c2ccccc2)C12CCN(C(c1nnnn1C1CCCCC1)C1CC1)CC2 (stereo not drawn)	-0.6	.	0	-0.1	9	0.0	-1	1	2	-0.9	2
c1ccc2c(CNC3CCCCC3)c[nH]c2c1	4.7	.	-1	-1.1	1	1.3	2	5	-7	-0.2	3
O=P(c1ccccc1)(c1nc2ccccc2s1)N1CCOCC1 (stereo not drawn)	-0.2	-2.2	-4	1.2	-4	1.8	-2	0	-1	-1.0	1
C=CCn1c(O)c(/C=C2/C=CC=N2)c(=O)[nH]c1=O	-0.5	1.3	0	0.5	-1	1.3	1	-1	-4	-1.4	-1
CC12C=CC(=O)C=C1CCC1C2C(=O)CC2(C)C(=O)CCC12 (stereo not drawn)	-1.6	-0.4	-1	-0.6	7	5.2	-3	2	2	-1.2	6
CCOC(=O)c1c(C)c(P(=S)(N2CCOCC2)N2CCOCC2)n(C)c1C	0.1	-0.1	0	-0.2	1	-0.9	-2	1	3	-1.1	2
O=C1NCN(c2ccccc2)C12CCN(C(c1cc3ccccc3o1)c1nnnn1Cc1ccccc1)CC2 (stereo not drawn)	-1.3	.	-2	-2.0	-5	-0.9	1	-1	-3	-1.1	0
CCN(N=Nc1nonc1OC)c1nonc1OC	-1.6	1.8	-3	0.1	-3	2.2	-2	2	-2	-0.6	1
CCOC(C(=O)OCC(O)CN(CC)CC)(c1ccccc1)c1ccccc1 (stereo not drawn)	-0.8	-0.4	-4	0.8	-1	2.7	0	6	3	-0.9	-1
CC(=O)O[C@H]1CC[C@@]2(C)[C@H](C1)C(=O)C[C@H]1[C@@H]3CC[C@@H]4[C@@H](CN5C[C@@H](C)CC[C@H]5[C@@]4(C)O)[C@@H]3C[C@@H]12	-0.1	-0.6	-1	0.7	5	-1.4	-1	-1	2	-1.0	1
CCN1CCN(C(=O)Cc2coc3cc(C)cc(C)c23)CC1	0.4	1.2	0	-0.3	-2	2.1	-5	-3	1	-0.6	-2
c1ccc(C(c2ccccc2)c2ccncc2)cc1	-1.1	-0.8	1	1.7	4	-1.6	1	3	0	-0.9	7
CC(=O)CC(c1ccccc1[N+](=O)[O-])c1c(O)c2ccccc2oc1=O (stereo not drawn)	3.3	0.2	-3	0.0	5	0.4	-2	-17	3	-1.0	-8
COc1ccccc1N1CCN(Cc2cccc(Br)c2)CC1	-1.4	2.5	-4	-0.1	0	-1.6	-4	2	-1	-1.0	1
COC(=O)C1=C(N)OC(C)=C(C(C)=O)C12C(=O)N(C)c1ccccc12 (stereo not drawn)	3.1	1.1	1	1.2	-1	-0.3	-3	2	0	0.0	-1
C[C@H]1[C@@H](c2ccccc2)O[C@@H](c2ccccc2Br)N1C	-2.7	0.3	0	0.5	-1	-2.3	-2	0	-3	-0.7	1
COc1ccc(NC2=NCCCS2)cc1OC	0.9	0.3	-3	-0.6	5	-1.4	-4	-3	4	-0.7	-1
Cc1ccc(OC(=O)N(C)C[C@@H]2OCc3cnnn3CCCC(=O)N([C@H](C)CO)C[C@@H]2C)cc1	1.5	1.2	-4	0.5	3	0.3	0	2	1	-1.0	-1
COc1cccc(C2C([N+](=O)[O-])=C(N)Oc3c2c(=O)oc2ccccc32)c1 (stereo not drawn)	0.4	2.1	-1	0.6	1	-0.3	-2	-7	-4	-0.6	-4
COc1ccc(-c2cc(C(=O)N3CCC4(CC3)OCCO4)c3ccccc3n2)cc1	1.6	1.1	1	-0.9	-8	3.4	-78	-288	1	-1.0	-203
CSc1ccc(CN2CCN(C(=O)COc3ccc(C)cc3)CC2)cc1	-3.0	-2.6	-3	-1.9	3	-2.9	-5	0	7	-2.4	-1
CN1C(=O)N(C)C(=O)C(NS(=O)(=O)c2ccc(N)cc2)(c2ccccc2)C1=O	0.3	0.2	-5	-0.5	-1	-0.2	4	5	1	-0.4	8
COc1cc(C(=O)N2C[C@H]3C[C@@H](C2)c2cccc(=O)n2C3)cc(OC)c1OC	-0.7	4.9*	0	0.4	2	1.0	1	6	3	0.5	3
COC(=O)C1=C(c2cccc(OC)c2OC)C[C@@H]2CC[C@H]1N2C(=O)NCCNC(C)=O	-1.8	-0.7	2	0.3	7	1.5	-5	2	2	-1.2	0
CSc1ccc(CN2CCN(Cc3ccccc3Cl)CC2)cc1	-0.7	-0.3	-3	-0.2	-4	-3.6	0	-2	0	-1.6	1
Cc1cc(Cl)ccc1OCC(=O)O	0.2	-0.5	3	0.2	8	4.2	-4	1	-2	-1.1	2
Cc1ccc(S(=O)(=O)N2Cc3cc(-c4cccc(F)c4)ccc3-n3nncc3C2)cc1	-1.0	.	-1	0.2	4	-1.5	-4	0	-1	-1.4	0
O=P(O)(O)Cc1c(Cl)cccc1Cl	0.4	-0.7	0	-0.4	3	0.9	-4	-1	4	-1.0	0
COc1ccc(C(=O)O)cc1OC	-1.5	2.2	1	0.0	-1	3.5	-1	2	5	-1.1	2
O=C1NC(=O)N(CCC2=CCCCC2)C(=O)/C1=C/c1cccs1	0.6	.	2	-0.1	-6	1.0	0	-6	2	1.7*	-3
COc1ccc(C(=O)C2CCCN(Cc3ccc(C)s3)C2)cc1OC (stereo not drawn)	-0.5	0.4	-1	0.7	1	-0.1	-8	-4	4	-1.3	-2
CN1CCN(c2ccc3c(c2)S(=O)(=O)c2ccccc2C3=O)CC1	4.2	2.2	8.6*	2.2	0	0.7	0	i	-10	-0.4	-480
COc1ccc2[nH]c(C)c(CCNCc3cc(OC)c4c(c3)OCO4)c2c1	-1.1	-0.4	-2	-2.6	0	4.0	-2	-50	-6	-1.7	-40
COC(=O)C1=C(c2cccc(OCc3ccccc3)c2)C[C@@H]2CC[C@H]1N2C(=O)NCCOc1ccccc1	-2.1	-1.2	0	-0.5	-1	-3.0	4	3	5	-1.6	10*
O=c1[nH]oc2c1CCNC2	-1.3	-1.5	-6	0.3	3&-8	0.5	-4	-2	4	-1.4	6
Cn1cc(CCC(=O)N2CCC3(CC2)OCCO3)c2ccccc21	-0.8	-0.3	-3	0.2	7	0.6	-4	-3	2	-1.5	-2
CSCCC(c1nnnn1-c1c(C)cccc1C)N1CCC(n2c(=O)[nH]c3ccccc32)CC1 (stereo not drawn)	-1.6	.	0	0.5	7	-0.7	-2	3	-4	-1.3	2
C=CCn1c(O)c(C(C)=NCCO)c(=O)[nH]c1=O	-0.8	-0.6	-4	0.3	-6	-1.0	0	1	0	-0.9	0
C/C(=N\NC(=O)c1ccncc1)c1c(O)n(Cc2ccccc2)c(=O)[nH]c1=O	-0.1	-0.4	4	-0.3	1	2.2	-1	-39	-5	-0.4	-25
CC(C)C(C(=O)NC(C)(C)C)N1C(=O)CN=C(c2ccccc2)c2ccccc21 (stereo not drawn)	-2.1	.	0	-0.7	5	-4.1	3	1	-1	-1.6	-2
COC(=O)C12CCc3cc(OC)ccc3C1=CC(=O)C2 (stereo not drawn)	-2.5	1.0	-3	-0.8	1	-0.1	-286	-136	3	-0.8	-95
CC1(C)C(C(=O)NN2C(=O)c3ccccc3C2=O)C1(C)C	-1.8	1.2	-2	0.0	8	-1.2	-3	2	2	-1.4	3
CCCN(CCC)C1CCc2cccc(O)c2C1 (stereo not drawn)	1.8	1.4	-1	1.2	5	-2.7	1	-2	1	-0.8	0
O=C(O)c1ccccc1NC(=O)N1C[C@H]2C[C@@H](C1)c1cccc(=O)n1C2	2.3	-2.1	-1	1.4	-3	-0.4	-12	-48	8	-0.3	-41

Bioassay records as filed in PubChem BioAssay.
